GPR151 ag – activates the human receptor GPR151; hit rate 1% among 650,000; Q8TDV0; activation, % at 11.2 µM; PathHunter beta-arrestin GPR151 cells, luminescence; in the data active = activation above about 4.9%;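 note: 0% = median of compound wells and 100% = cells with positive control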
FBW7 act – human FBW7 E3 ligase activation, primary screen | normalized activity (activation), % at 26.1 µM | AID 1259310 | hit rate 0.13% among 650,000 | AlphaScreen FBW7–phospho-cyclin E peptide binding, activator screen; in the data active = normalized activity above about 1.9%;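 note: purified mutant Fbw7 with reduced substrate affinity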
Target sequence (Q969H0 whole entry, looked up): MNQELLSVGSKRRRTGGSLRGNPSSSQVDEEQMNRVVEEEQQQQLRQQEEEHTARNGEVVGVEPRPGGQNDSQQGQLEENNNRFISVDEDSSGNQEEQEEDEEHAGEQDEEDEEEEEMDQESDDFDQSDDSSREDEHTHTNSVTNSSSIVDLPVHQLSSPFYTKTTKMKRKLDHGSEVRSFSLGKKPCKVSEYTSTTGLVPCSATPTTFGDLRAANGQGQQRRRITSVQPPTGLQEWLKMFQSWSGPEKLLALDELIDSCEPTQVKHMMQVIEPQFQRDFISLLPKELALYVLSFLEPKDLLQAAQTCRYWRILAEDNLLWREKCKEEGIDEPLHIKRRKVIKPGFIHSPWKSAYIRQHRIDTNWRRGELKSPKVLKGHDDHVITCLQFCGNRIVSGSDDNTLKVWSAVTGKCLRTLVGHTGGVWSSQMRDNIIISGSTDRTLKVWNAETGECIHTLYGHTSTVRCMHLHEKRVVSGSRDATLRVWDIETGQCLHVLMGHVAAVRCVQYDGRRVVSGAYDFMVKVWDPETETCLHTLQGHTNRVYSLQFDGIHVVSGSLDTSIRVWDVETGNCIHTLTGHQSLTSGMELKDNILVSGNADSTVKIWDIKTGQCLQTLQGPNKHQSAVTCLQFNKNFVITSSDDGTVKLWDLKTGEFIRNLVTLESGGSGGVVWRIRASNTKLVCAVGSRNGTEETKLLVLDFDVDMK
MITF inh – inhibitors of human MITF; AlphaScreen MITF homodimerization, bead proximity signal; inhibition, % at 2.6 µM; hit rate 0.91% among 650,000; in the data active = inhibition above about 50%;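 note: 0% = vehicle wells with protein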
TEAD-YAP block – TEAD-YAP interaction inhibition; inhibition, % at 9.12 µM; AID 1259422; hit rate 1.4% among 640,000; HEK-TIYL cells, TEAD-Gal4/YAP UAS-luciferase luminescence; in the data active = inhibition above about 32%;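 note: 0% = median of test compound wells and 100% = reference inhibitor wells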
* hit, by the source's call; & = joins results of further samples.

SMILES | GPR151 ag | TEAD-YAP block | MITF inh | FBW7 act
CC(C)(O)C#Cc1ccc(CN2CCN(Cc3ccccc3)C(CCO)C2)s1 (stereo not drawn) | 0.6 | -1 | 3 | 0.1
CC(=O)N(C1=C(N2CCCCC2)C(=O)c2ccccc2C1=O)c1ccc(C)cc1 | -0.5 | -12 | 24 | -0.1
O=[N+]([O-])c1ccc(Cl)c(S(=O)(=O)NCCOc2ccccc2)c1 | -0.3 | 18 | 16 | 0.4
COc1c(Cl)cc(Cl)cc1/C=C1\N=C(c2ccccc2)OC1=O | 0.1 | 0 | -5 | 0.1
COCCCNC(=O)C(=O)NCc1ccc(Cl)cc1 | -1.0 | 1 | 14 | -0.1
CS(=O)(=O)NNC(=O)c1cccc(Br)c1 | -0.1 | 6 | 13 | 0.1
COc1cc(C2C(C#N)=C(N)Oc3n[nH]c(C)c32)ccc1OCc1ccccc1C (stereo not drawn) | 2.9 | -11 | -2 | -0.5
CCC(=O)NC(=S)Nc1ccc([N+](=O)[O-])cc1Cl | 0.3 | -7 | 11 | -0.1
Nc1nonc1-c1nc2ccccc2n1CC(=O)N/N=C\c1cc(Cl)cc(Cl)c1O | 0.4 | 10 | 9 | -0.1
Fc1ccccc1Cn1nnc2ccccc21 | 0.7 | 6 | -8 | -0.1
O=C(C1CCN(c2ccc(-c3ccc(F)cc3)nn2)CC1)N1CCc2ccccc21 | -0.2 | -8 | -3 | 0.1
N#Cc1cc2c(=O)n3ccccc3nc2n(Cc2ccco2)c1=NC(=O)c1ccco1 | 1.6 | -2 | 15 | 0.0

Exported with values under each structure: 4 of the compounds above.
The line under a structure holds: GPR151 ag, TEAD-YAP block, MITF inh, FBW7 act
COCCCNC(=O)C(=O)NCc1ccc(Cl)cc1
→ -1.0, 1, 14, -0.1
CS(=O)(=O)NNC(=O)c1cccc(Br)c1
→ -0.1, 6, 13, 0.1
Nc1nonc1-c1nc2ccccc2n1CC(=O)N/N=C\c1cc(Cl)cc(Cl)c1O
→ 0.4, 10, 9, -0.1
O=C(C1CCN(c2ccc(-c3ccc(F)cc3)nn2)CC1)N1CCc2ccccc21
→ -0.2, -8, -3, 0.1

Carrying on:
SMILES | GPR151 ag | TEAD-YAP block | MITF inh | FBW7 act
O=C(Nc1nccs1)C(=O)c1c[nH]c2ccccc12 | -1.2 | -53 | 11 | 0.5
Cc1sc2nc(CN3CCOCC3)[nH]c(=S)c2c1C | -0.4 | 7 | 1 | -0.1
COc1cc(/C=N/NC(=O)C(C)Nc2cccc(C)c2)ccc1O (stereo not drawn) | -0.6 | 14 | 2 | 0.1
NC(=O)c1c(Nc2ccccc2)n[nH]c1N | 2.4 | -15 | 9 | -0.2
Cn1c(=O)c2c(SCC(=O)N3CCOCC3)nc(-c3ccc(F)cc3)nc2n(C)c1=O | -1.6 | 6 | 18 | 0.2
CC(=O)N1CC(C)Sc2cc(S(=O)(=O)Nc3ccc(C(F)(F)F)cc3)ccc21 (stereo not drawn) | 0.0 | 10 | 1 | 0.1
Cc1ccc(OCCSc2nc3ccccc3n2Cc2ccccc2)cc1 | 0.7 | 1 | -6 | 0.0
COc1ccc(Cl)cc1/C=C1/C(=O)NN(c2ccc(Cl)cc2)C1=O | 0.0 | -10 | -1 | -0.1
CCOc1cc(C(=O)Nc2ccc(Cc3ccncc3)cc2)cc(OCC)c1OCC | 1.0 | 24 | 0 | 0.3
O=C(CSc1nnc(-c2cccnc2)n1Cc1ccccc1)c1c[nH]c2ccccc12 | -0.4 | 5 | 12 | 0.3
COc1ccc(-c2noc(CN3CCN(Cc4cccc(F)c4)CC3)n2)cc1 | 0.2 | 7 | -1 | -0.1
COc1ccc(/C=C2/SC(N3CCC(Cc4ccccc4)CC3)=NC2=O)c(OC)c1 | 0.0 | -6 | 17 | 0.2

SMILES | GPR151 ag | TEAD-YAP block | MITF inh | FBW7 act
O=C(NCc1cccc(Cl)c1)c1ccc2c(c1)[nH]c(=S)n1c3ccccc3nc21 | -0.6 | 2 | -3 | 0.0
CSc1ccccc1NC(=O)CN(C)CC(=O)Nc1ccc(C)c(C)c1 | 0.9 | -3 | 14 | 0.1
CCOC(=O)C1CCN(C(=O)Cc2c(C(=O)O)[nH]c3ccc(Cl)cc23)CC1 | 5.3* | -7 | 6 | 0.2
Cc1c(C(=O)O)oc2ccc(S(=O)(=O)N3CC(C)CC(C)C3)cc12 (stereo not drawn) | -0.1 | 1 | 3 | 0.1
CCOc1cccc(C2CC(c3ccc(OC)cc3)=NC(c3cccc(F)c3)N2)c1O (stereo not drawn) | 0.7 | -9 | -4 | 0.4
CCc1cc2c(SCC(=O)Nc3cccc(C(C)=O)c3)ncnc2s1 | -2.2 | -1 | 21 | 0.3
COC(=O)Cn1c(=NC(=O)c2cc3ccccc3oc2=O)sc2c(C)cc(C)cc21 | -0.5 | -8 | -8 | 0.0
Cc1ccccc1-c1nc2cc(Cl)ccc2c(=O)o1 | -0.7 | -6 | -1 | 0.0
COC(=O)c1c(NC(=S)Nc2c(C)n(C)n(-c3ccccc3)c2=O)sc2c1CCC2 | 0.9 | 2 | -7 | -0.1
Cc1ccccc1-n1cc(CNC(=O)CCC2(C)CCC(=O)N2)cn1 (stereo not drawn) | -0.2 | 2 | 6 | 0.5
COc1ccc(NC(=O)c2ccccc2N(Cc2ccccc2)S(C)(=O)=O)cc1 | 0.3 | -6 | 8 | -0.1
Cc1ccccc1NC(=O)Nc1ccc(Cl)cc1 | -1.2 | -21 | 13 | 0.1

SMILES | GPR151 ag | TEAD-YAP block | MITF inh | FBW7 act
Cc1cc(C)nc(/N=C(\NC(=O)C(F)(F)F)Nc2ccc(Oc3ccccc3)cc2)n1 | 1.2 | -4 | -7 | -0.3
CC(=O)N/N=C1\CCCc2c(C)cc(C)cc21 | -1.6 | -2 | 3 | -0.1
CCCNC(=O)c1ccc(-c2ccccc2)s1 | -2.2&-5.4 | -68&-47 | 13&-2 | 0.4&-0.1
COc1cccc(C2C(C(C)=O)=C(O)C(=O)N2CCCN2CCOCC2)c1 (stereo not drawn) | 0.0 | -7 | 12 | 0.9
CCCn1c(N2CCN(CC(=O)Nc3ccc(C(C)=O)cc3)CC2)nc2ccccc21 | -0.3 | 3 | 3 | 0.1
Cc1cccc(Oc2nc3c(C)cccn3c(=O)c2/C=C(\C#N)C(N)=O)c1 | -1.0 | 10 | 8 | -0.1
COc1cc(-c2cncc(-c3cccc(N)c3)n2)cc(OC)c1OC | -0.5 | -3 | -4 | 0.1
O=C(NCc1ccccn1)c1cn(-c2ccc(Cl)cc2)c(=O)c2ccccc12 | 2.3 | 5 | 4 | -0.3
Clc1ccc(OCCCCN2CCNCC2)cc1 | 2.0 | -15 | -2 | 0.0
O=C(COC(=O)c1cccc(N2C(=O)c3ccccc3C2=O)c1)NC(=O)NCc1ccco1 | -0.9 | 5 | -5 | 0.0
CNC(=S)NCCCNc1nc2ccc(OC)cc2cc1C#N | -0.8 | 11 | 0 | 0.3
CC(c1ccc2c(c1)OCCO2)N(C)C(=O)CCC1(Cc2ccco2)CCC(=O)N1 (stereo not drawn) | -0.2 | -9 | 6 | 0.0

SMILES | GPR151 ag | TEAD-YAP block | MITF inh | FBW7 act
CCOc1ccc(CNCc2ccccc2Cl)cc1 | -0.8 | -31 | 9 | 0.4
CN1CCc2c(sc(NC(=O)c3cccs3)c2C(N)=O)C1 | 0.5 | -13 | 5 | 0.0
COC(CNC(=O)c1cc(S(=O)(=O)N2CCC3(CC2)OCCO3)ccc1F)OC | -0.2 | 3 | 4 | 0.0
CCOC(=O)Cc1csc(NC(=O)CCCCCN2C(=O)c3ccccc3C2=O)n1 | 1.9 | 0 | -4 | -0.1
CC1=C(C(=O)OC2CCCC2)C(c2ccc(Br)cc2)CC(=O)N1 (stereo not drawn) | 1.6 | 0 | 14 | -0.1
Cc1cc(-n2cccn2)ccc1CN1CCN(Cc2ccccc2)C(CCO)C1 (stereo not drawn) | -0.2 | -3 | -18 | 0.0
Cn1cc(C(=O)Nc2cc(Oc3ccc(F)cc3F)cc([N+](=O)[O-])c2)c2ccccc2c1=O | -1.4 | 5 | -1 | 0.5
CN1CCN(S(=O)(=O)c2cccc(S(=O)(=O)c3ccc(Cl)cc3)c2)CC1 | 2.4 | 6 | 14 | 0.0
O=S(=O)(NC1CCCCC1)c1ccc(N2CCOCC2)nc1 | -0.1 | -8 | 5 | 0.3
O=C(c1cn(-c2ccccc2)nc1-c1ccccc1)N1CCCCC1 | 1.7 | -8 | 3 | 0.0
Brc1cccc(OCCCN2CCNCC2)c1 | 0.8 | -2 | 33 | 0.0
CC(=O)c1cccc(CN2CCC(n3nccc3NC(=O)CCOc3ccccc3)CC2)c1 | -0.1 | 9 | 7 | 0.1

SMILES | GPR151 ag | TEAD-YAP block | MITF inh | FBW7 act
CCCCCNC(=O)c1ccc2c(=O)n(CCCOCC)c(=S)[nH]c2c1 | 3.3 | 2 | 14 | 0.2
CCOC(=O)c1c(NC(=O)c2ncn[nH]2)sc2c1CCCC2 | 0.2 | 11 | 3 | -0.5
O=C(N[C@H]1C[C@H]2C(=O)N[C@H](CO)C(=O)N2C1)c1cccs1 | 4.1 | -8 | 15 | 0.1
Cc1ccc(NC(=O)C2C3C=CC4(O3)C2C(=O)N(CCC2=CCCCC2)C4C(=O)NC2CCCCC2)cc1Cl (stereo not drawn) | 5.8* | -1 | -22 | 0.0
Cc1nnc(SCCOc2ccccc2)[nH]c1=O | -1.8 | 4 | 19 | 0.6
Cc1ccccc1Nc1nc(N)nc(COC(=O)/C=C/c2ccco2)n1 | 0.6 | -10 | 1 | 0.1
OCCC1CN(Cc2cc(F)cc(F)c2)CCN1Cc1cccs1 (stereo not drawn) | 0.9 | -13 | -9 | -0.1
O=C(Nc1cc(=O)c2ccccc2o1)OCc1ccccc1 | -2.1 | -9 | 3 | 0.7
Cc1ccc(Nc2nc(-c3ccc(C)cc3)c(C)s2)cc1 | 0.8 | -18 | 11 | -0.2
COc1ccc2ccccc2c1/C=N\NC(=O)CCc1n[nH]c(=O)[nH]c1=O | 1.0 | 3 | 8 | 0.1
Cc1ccc(N(CC(O)CN2C(=O)NC(C)(C)C2=O)S(=O)(=O)c2ccccc2)cc1 (stereo not drawn) | 0.4 | 2 | -16 | 0.3
CC(=O)Oc1cc2c(cc1Cl)C(c1ccccc1Cl)CC1(CC(C)(C)NC(=S)N1)O2 (stereo not drawn) | 0.4 | 2 | 12 | 0.0
O=C(CN1C(=O)/C(=C/c2ccccc2F)Oc2ccccc21)NCCCN1CCCC1=O | 4.3 | 0 | 0 | 0.0

Some entries already given, showing only FBW7 act, GPR151 ag and TEAD-YAP block.
structure,FBW7 act,GPR151 ag,TEAD-YAP block
CN1CCN(S(=O)(=O)c2cccc(S(=O)(=O)c3ccc(Cl)cc3)c2)CC1,0.0,2.4,6
O=S(=O)(NC1CCCCC1)c1ccc(N2CCOCC2)nc1,0.3,-0.1,-8
O=C(c1cn(-c2ccccc2)nc1-c1ccccc1)N1CCCCC1,0.0,1.7,-8
Brc1cccc(OCCCN2CCNCC2)c1,0.0,0.8,-2

Source: PubChem (The Scripps Research Institute Molecular Screening Center)
